Assay outcomes (PubChem)
KDM5B inhibitor = KDM5B demethylase inhibition. Q9UGL1. KDM5B demethylase, FDH-coupled NADH fluorescence (FDH is formaldehyde dehydrogenase). Potency, µM (top dose mostly 57.7 µM), for inactives: at the highest dose activity change, negative = inhibition, usual class: inhibitors. hit rate 2.6% among 220,000; active means well fitted inhibition curve with a large enough effect; inconclusive means small, poorly fitted or top-dose-only effect; inactive means no such curve, though single readings can be large or run the other way; further: 0% is about no effect; nearly all actives have a fitted effect of over 70% in size
Target sequence (Q9UGL1 whole entry, looked up): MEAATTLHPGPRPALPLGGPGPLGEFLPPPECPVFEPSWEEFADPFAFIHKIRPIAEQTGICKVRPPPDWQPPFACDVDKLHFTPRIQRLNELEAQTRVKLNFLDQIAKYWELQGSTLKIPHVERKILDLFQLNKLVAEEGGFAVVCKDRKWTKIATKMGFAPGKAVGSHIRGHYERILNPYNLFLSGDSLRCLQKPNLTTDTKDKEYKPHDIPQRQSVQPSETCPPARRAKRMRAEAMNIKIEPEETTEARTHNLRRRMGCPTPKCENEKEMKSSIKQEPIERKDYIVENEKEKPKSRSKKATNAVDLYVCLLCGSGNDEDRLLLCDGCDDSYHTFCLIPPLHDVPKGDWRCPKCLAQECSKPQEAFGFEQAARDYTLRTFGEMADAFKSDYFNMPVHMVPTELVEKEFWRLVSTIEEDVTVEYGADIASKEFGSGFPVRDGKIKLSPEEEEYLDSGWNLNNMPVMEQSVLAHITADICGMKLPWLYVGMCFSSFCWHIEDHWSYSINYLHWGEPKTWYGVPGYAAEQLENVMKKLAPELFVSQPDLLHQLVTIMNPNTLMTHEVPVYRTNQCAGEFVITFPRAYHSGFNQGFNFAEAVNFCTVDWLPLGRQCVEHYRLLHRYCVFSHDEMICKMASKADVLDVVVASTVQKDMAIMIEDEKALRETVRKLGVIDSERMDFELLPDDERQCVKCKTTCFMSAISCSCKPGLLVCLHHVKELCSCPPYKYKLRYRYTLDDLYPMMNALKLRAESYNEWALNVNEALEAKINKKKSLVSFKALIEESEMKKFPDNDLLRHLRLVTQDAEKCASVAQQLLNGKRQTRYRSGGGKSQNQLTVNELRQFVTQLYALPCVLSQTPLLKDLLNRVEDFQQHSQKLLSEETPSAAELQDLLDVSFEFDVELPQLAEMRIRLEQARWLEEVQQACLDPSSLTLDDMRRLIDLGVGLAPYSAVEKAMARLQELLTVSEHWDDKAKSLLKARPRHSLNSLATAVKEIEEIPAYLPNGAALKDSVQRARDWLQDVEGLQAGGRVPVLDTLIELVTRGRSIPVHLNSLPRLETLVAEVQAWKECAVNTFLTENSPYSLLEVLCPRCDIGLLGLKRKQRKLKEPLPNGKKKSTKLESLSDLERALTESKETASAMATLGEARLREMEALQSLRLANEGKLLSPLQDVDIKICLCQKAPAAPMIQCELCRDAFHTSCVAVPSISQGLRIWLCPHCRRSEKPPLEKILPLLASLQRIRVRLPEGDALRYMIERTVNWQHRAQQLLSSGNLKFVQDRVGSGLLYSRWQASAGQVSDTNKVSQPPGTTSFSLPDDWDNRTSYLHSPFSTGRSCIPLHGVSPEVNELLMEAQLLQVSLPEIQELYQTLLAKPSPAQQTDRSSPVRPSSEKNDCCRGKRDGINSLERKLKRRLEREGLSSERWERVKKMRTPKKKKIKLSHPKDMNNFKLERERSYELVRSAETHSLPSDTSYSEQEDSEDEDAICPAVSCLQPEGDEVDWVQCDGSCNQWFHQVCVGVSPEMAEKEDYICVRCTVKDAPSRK
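qHTS format, multiple compound concentrations. Buffer 50 mM HEPES pH 7.5/0.01% Tween-20; 200 nM KDM5BΔAP final; 10 min compound preincubation; substrate-mix levels 12.5 µM peptide, 25 µM α-KG, 0.25 mM NAD⁺; 30 min RT; ΔRFU.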
The depositor's hits bear a star; ? = inconclusive; & = joins results of further samples; [ ] = another dose, or the depositor's remark. Potency means the concentration at half of the fitted maximal effect. An excerpt (hit frequency here may not be typical).

SMILES | KDM5B inhibitor
CCOc1ccc(OC(=O)c2sc3ncn(Cc4cccc(F)c4)c(=O)c3c2C)cc1 | -6%
COc1ccc(-c2noc(-c3ccc(N4CCCC4)c([N+](=O)[O-])c3)n2)cc1OC | 4%
CC(C)(C)OC(=O)N1CCN(C(C(=O)O)c2c[nH]c3cc(Cl)ccc23)CC1 (stereo not drawn) | 1%
CC1CCN(CCNC2CCCC2)CC1 | -14%
O=C(c1ccc(Cl)cc1)N1CCC(n2cc(-c3cccc(F)c3)[nH]c2=O)CC1 | ?
Cc1cc(C)c(NC(=O)Cn2c(=O)n(Cc3ccccc3)c(=O)c3c(C)c(C(=O)N(C)C)sc32)c(C)c1 | -6%
O=C1NC(=NC2CCCC2)C2(CCN(Cc3ccc(F)cc3)C2)N1c1cccnc1 (stereo not drawn) | -8%[115 µM]
COCCN1C(=O)CSC12CCN(C(=O)Nc1ccccc1C)CC2 | 16%
CC(=O)c1cc(CN2CCn3nc(C(O)c4ccnn4C)cc3C2)cs1 (stereo not drawn) | -30%
CCOc1ccc(Nc2nc3ccccc3n2C)cc1 | 17%
CC(C(=O)NCc1ccccn1)n1nc(-c2ccccc2)c2ccccc21 (stereo not drawn) | -10%
CCOc1ccccc1-c1noc(-c2nnn3c2COC(c2ccc(Cl)cc2)C3)n1 (stereo not drawn) | ?

Looked up by structure from the list above, 6 records:
SMILES | KDM5B inhibitor
COc1ccc(-c2noc(-c3ccc(N4CCCC4)c([N+](=O)[O-])c3)n2)cc1OC | 4%
COCCN1C(=O)CSC12CCN(C(=O)Nc1ccccc1C)CC2 | 16%
O=C(c1ccc(Cl)cc1)N1CCC(n2cc(-c3cccc(F)c3)[nH]c2=O)CC1 | ?
CC(C)(C)OC(=O)N1CCN(C(C(=O)O)c2c[nH]c3cc(Cl)ccc23)CC1 (stereo not drawn) | 1%
CC1CCN(CCNC2CCCC2)CC1 | -14%
CC(C(=O)NCc1ccccn1)n1nc(-c2ccccc2)c2ccccc21 (stereo not drawn) | -10%

Look-ups from the entries so far.
For KDM5B inhibitor, CCOc1ccc(OC(=O)c2sc3ncn(Cc4cccc(F)c4)c(=O)c3c2C)cc1 is listed with -6%
For KDM5B inhibitor, CC(=O)c1cc(CN2CCn3nc(C(O)c4ccnn4C)cc3C2)cs1 (stereo not drawn) is listed with -30%
For KDM5B inhibitor, CC1CCN(CCNC2CCCC2)CC1 is listed with -14%

The list continues:
SMILES | KDM5B inhibitor
CCCCn1nc(NC(=O)c2cccc(Cl)c2)c2cc3cccc(C)c3nc21 | -18%
COc1ccc(C(=O)O)cc1S(=O)(=O)Nc1cc(Cl)ccc1Cl | -6%
Cn1cc(-c2ccccc2F)c2nc(COc3ccccc3)cn2c1=O | -4%[86.2 µM]
CC(C)(C)C(Cn1ccnc1)NC(=O)c1cc(COc2ccc3c(c2)CCCC3)on1 (stereo not drawn) | -1%
CCc1ccc(CNC(=O)c2cnc3sc(N(CC)CC)nn3c2=O)cc1 | ?
Cc1ccc(C(=O)Nc2ccccc2C(=O)O)cc1S(=O)(=O)N1CCCCCC1 | 3%
O=C(CCc1ncc(-c2ccccc2)o1)NCCc1ccc(F)cc1 | 15%
CC(=O)Nc1cccc(NC(=O)c2cc3ccccc3n2C)c1 | -29%
Cc1cc(C)n(CCC(=O)N2CC(F)(F)C[C@H]2c2nc(C)no2)n1 | 3%
O=C(CC(c1cccc(O)c1)c1ccccc1Cl)NCc1cccnc1 (stereo not drawn) | 3%
O=C(CCc1nc2ccccc2s1)N[C@H](c1ccccn1)C1CC(O)C1 (stereo partly drawn) | 31%
COc1cc(C(=O)NCC(c2ccco2)S(=O)(=O)c2ccccc2)cc(OC)c1OC (stereo not drawn) | 4%&-19%
Cc1cccc(NC(=O)CSCc2cc(=O)n3oc(C)cc3n2)c1 | 18%
COc1ccccc1CC(=O)NC(c1cccs1)C1CCCC1 (stereo not drawn) | -10%
Cc1nn(C(=O)CCC(=O)N2CCc3nc4cc[nH]n4c(=O)c3C2)c2ccccc12 | ?
CC(=O)c1ccc(NS(=O)(=O)c2ccc3[nH]c4c(c3c2)CCCC4)cc1 | -10%
O=C(COc1ccccc1)Nc1ccc2c(N3CCOCC3)ncnc2c1 | -18%
CCC(CC)C(=O)Nc1nc2c(s1)CC(C)CC2 (stereo not drawn) | ?
Cc1nn2c(c1-c1ccccc1Oc1ccccc1)N(Cc1cccc(C#N)c1)CCC2 | 25µM*
Cc1cccc(C(=O)Nc2ccc3c(c2)nc(CCn2ccccc2=O)n3C)c1 | 12%
c1ccc(CCN2CCNc3cc(NCCN4CCOCC4)ncc3C2)cc1 | ?
Fc1ccc2nc(CO[C@H]3CN(Cc4ccccn4)C[C@H]3F)[nH]c2c1 | -25%[86.2 µM]
COCCN1C(=O)c2ccccc2C(C(=O)NCc2ccc(F)cc2)C12CCCC2 (stereo not drawn) | 5%
CN(C)C[C@@H]1CN(Cc2ccncc2)C[C@H]1NC(=O)Cc1ccsc1 | ?
Cc1cc(C)nc(NC(=O)c2c(F)c(F)c(F)c(C(=O)Nc3cc(C)cc(C)n3)c2F)c1 | ?
COc1ccc(NC2CCCN(C(=O)c3cn(CCCN)nn3)C2)cc1 (stereo not drawn) | ?
N#Cc1ccc(Nc2nc(CN3CCOCC3)nc3sc4c(c23)CCCC4)cc1 | -2%
CSc1ccc(-c2ccc3c(c2)C(=O)N2CCN(C(=O)C4CCCCC4)C[C@@H]2C(=O)N3)cc1 | 28µM*
O=C(CCc1cn(Cc2ccccc2Cl)c2ccccc12)NC1CCCCC1 | -23%
CC(C)CNC(=O)c1ccc2c(c1)CCCN2C(=O)c1cccc(Cl)c1 | 2%
N#Cc1nc(COc2ccc(Br)cc2)oc1N1CCC(C(N)=O)CC1 | ?
C=CCNc1nc(-c2c(C(=O)OC)c(C)n(C(C)C)c2C)cs1 | -8%
Cn1c(=O)c2c(nc(N3CCCC3)n2CC(=O)O)n(C)c1=O | -35%
Cc1noc(C)c1NC(=O)N[C@@H]1C[C@H](Cn2cc(CN3CCS(=O)(=O)CC3)nn2)[C@@H](O)[C@H]1O | ?
CCn1ccc2cc(NC(=O)c3nn(Cc4ccccc4)c(=O)c4ccccc34)ccc21 | -18%
COc1cc2nc(NC(=O)c3ccc(S(=O)(=O)N4CCOCC4)cc3)sc2cc1OC | ?
CNC(=O)N1CCC(C2CCN(S(=O)(=O)c3cc(F)ccc3C)C2)CC1 (stereo not drawn) | 19%
Cc1nn(-c2ccccc2)c(-n2cccc2)c1C(=O)NCCCN1CCN(c2ccccc2F)CC1 | -13%
COc1cccc(CNC(=O)C2CCN(C(=O)c3ncn4c3COC(c3ccccc3)C4)CC2)c1 (stereo not drawn) | 6%
Cc1ccc(NC(=O)c2cc3c(cc2C)OCCCO3)cc1 | -13%
Cc1ccc(/C=C/c2nc(N)nc(-c3ccccc3O)n2)cc1 | 5%
CN(C)c1ccc(CN2CCC3(C2)C(=NC2CCCCC2)NC(=O)N3c2cccnc2)cc1 (stereo not drawn) | 5%[115 µM]
O=C(O)CCCC(=O)N1CCN2C(=O)c3cc(Br)ccc3NC(=O)[C@@H]2C1 | -20%[86.2 µM]
N#Cc1c(NC(=O)c2nn(-c3ccccc3)c(=O)c3ccccc23)sc2c1CCCC2 | 20%
O=C(CCc1c[nH]c2ccccc12)NC1CCC(c2ccccc2)CC1 (stereo not drawn) | -18%
CC(C)(C)CN[C@@H]1CO[C@H](CNS(=O)(=O)c2ccccc2)[C@H]1O | 147%[activator][86.2 µM]
CC(=O)c1c(C)[nH]c(C(=O)CSc2cc(Cl)ccc2Cl)c1C | 10%
CC(C)c1ccc(C(=O)N2CC(C(=O)NCCc3ccncc3)C3(CCOCC3)C2)cc1 (stereo not drawn) | 10%
CCc1cccc(CC)c1NC(=O)c1ccccc1SC | 23%
CCC(C)NC(=O)C1COC2(CCN(C(=O)c3cccc(OC)c3)CC2)N1C(=O)c1ccccc1C (stereo not drawn) | 28%
COc1ccc(NC(=O)c2oc3ccc(S(=O)(=O)N4CCOCC4)cc3c2C)c(OC)c1 | -17%
CCc1ccc(C23CC4CC(CC(C4)C2)C3)cc1N | -3%
COC(=O)c1cc(Cl)c(NC(=O)/C=C/c2ccc(Cl)cc2Cl)cc1OC | 52%[activator]
COc1ccc(-c2onc3ccc(Br)cc23)cc1OC | ?
CN(C)Cc1ccc(C2CCCN2Cc2cccc3nonc23)cc1 (stereo not drawn) | -26%
Cn1cccc1C(=O)N1CCCC(C(=O)NCc2ccccc2)CCNC(=O)CC1 (stereo not drawn) | -15%
CCOC(=O)c1ccc(NC(=O)CC2C(=O)OCCN2CC)cc1 (stereo not drawn) | ?
CC(=O)Nc1ccc(S(=O)(=O)NCC2CCC(C(=O)NCCCOC(C)C)CC2)cc1 (stereo not drawn) | -22%
CCc1ccc(CNC(=O)C2CCN(c3nn4cc(-c5ccc(F)cc5)nc4s3)CC2)cc1 | 14%
Cc1ccc(NCC(O)Cn2c3ccccc3n3c(=O)cc(C)c(C#N)c23)cc1Cl (stereo not drawn) | 6%

Laid out differently: results already given
mol: Cn1cccc1C(=O)N1CCCC(C(=O)NCc2ccccc2)CCNC(=O)CC1 (stereo not drawn)
  KDM5B inhibitor = -15%

mol: CCOC(=O)c1ccc(NC(=O)CC2C(=O)OCCN2CC)cc1 (stereo not drawn)
  KDM5B inhibitor = ?

mol: CC(=O)Nc1ccc(S(=O)(=O)NCC2CCC(C(=O)NCCCOC(C)C)CC2)cc1 (stereo not drawn)
  KDM5B inhibitor = -22%

mol: CCc1ccc(CNC(=O)C2CCN(c3nn4cc(-c5ccc(F)cc5)nc4s3)CC2)cc1
  KDM5B inhibitor = 14%

Next section.
SMILES | KDM5B inhibitor
CC(c1ccc(S(N)(=O)=O)cc1)N(C)C(=O)CCc1ncc(-c2ccccc2Cl)o1 (stereo not drawn) | 22%
CC(=O)c1cccc(N2C(=O)CN(S(C)(=O)=O)CC2(C)C(=O)NC2CCCC2)c1 (stereo not drawn) | -7%
Cc1ccc(S(=O)(=O)N2CCCC(Cn3c(C4CC4)nc4cccnc43)C2)cc1C (stereo not drawn) | -15%
O=C(c1ccccc1Cl)N1CCC2(CC1)Cc1ccccc1NC2=O | -6%
Cc1ccc(C(=O)C2CCN(S(=O)(=O)c3ccc(C(=O)O)cc3)CC2)cc1 | -23%
CN(C)c1ccc(-c2nc3ccccn3c2Nc2ccc3c(c2)OCCO3)cc1 | ?
Cc1cnc(C(=O)N2CCOc3ccc(CCC(N)=O)cc3C2)cn1 | -8%
COc1cccc2cc(S(=O)(=O)c3ccc(Cl)cc3)c(=O)oc12 | 9%
Cc1cccc(Nc2nc(-c3ccccc3)nc3ccccc23)c1 | ?
O=C(Cc1cn2ccsc2n1)NC1CCOC2(CCOCC2)C1 (stereo not drawn) | 2%
COc1ccc2cc(CNc3ccc(C)cc3)c(=O)n(CC(=O)Nc3ccc(C)cc3C)c2c1 | ?
O=C(CSc1nnc(CNC(=O)c2ccccc2)o1)NCc1ccccc1 | 16%
CCn1cc(-c2ccc(C)cc2)cc1C(=O)N1CCCN(C)CC1 | -10%
CCn1cc(S(=O)(=O)N2C[C@@H](Oc3cccnc3)C[C@H]2C(=O)NC)cn1 | 22%
CCOC(=O)CNC(=O)c1cc(-c2ccc(C)s2)nc2ccccc12 | ?
Cc1ccc(CCNC(=O)c2cc(-c3ccccc3)n[nH]2)cc1 | 6%
CCC(C)C(=O)N(Cc1ccccn1)C1CC1 (stereo not drawn) | 23%
COc1ccc(Cl)cc1NC(=O)CSc1cn(CC(=O)N2CCCCC2)c2ccccc12 | -26%
Cc1cccc(C(C)C)c1NC(=O)c1ccc2c(c1)CCN2S(C)(=O)=O | 2%
CCc1[nH]c(C(=O)OCC(=O)NC2CCCCC2)c(C)c1C(=O)OC | -2%
CSCCNC(=O)c1cc(Br)cn2ccnc12 | 35µM*
O=C(NC1CCN(c2cc(-c3cccs3)[nH]n2)C1)c1cccc(Br)c1 (stereo not drawn) | 7.9µM*
Cc1ccc(F)c(Nc2ncncc2-c2nc(-c3ccccc3)no2)c1 | 1%
CC(=O)c1cccc(NC(=O)c2cnn(-c3cccc(C)c3)c2-n2cccc2)c1 | 1%
O=C(CSc1nnc(Cc2cccs2)n1C1CCCCC1)N1CCN(c2ccccn2)CC1 | ?
N#CC1CCN(C(=O)C2CCCN(c3nc4ncccc4o3)C2)CC1 (stereo not drawn) | 32µM*
CC(C)NC(=O)CN(C)CC(=O)NC(=O)NCCC1=CCCCC1 | 8%
CC(C)CCn1nc(C(=O)Nc2nccs2)c2ccccc2c1=O | -19%
Cc1cc(C(=O)Nc2cccc3ccccc23)c(C)o1 | -17%
COc1ccc(CNC(=O)Cn2c(=O)c3c(ncn3C3CCCC3)n(Cc3ccccc3)c2=O)cc1 | -8%
Cc1ccc2ncc(C(=O)c3ccc(C)c(C)c3)c(S(=O)(=O)c3ccccc3)c2c1 | -28%
CC1=C(C(=O)Nc2ccc(F)c(F)c2)C(c2ccccc2F)NC(=S)N1 (stereo not drawn) | -22%
O=C1CCN(S(=O)(=O)c2ccccc2)CCCC(C(=O)NCCN2CCOCC2)CCN1 (stereo not drawn) | 33%
COC[C@@H]1CN(S(=O)(=O)c2ccccc2F)C[C@H]1c1nc(C)no1 | 17%
CSc1cccc(Nc2cc(C(=O)NCCCN(C)c3ccccc3)c3ccccc3n2)c1 | ?
CCN(CC)CCCNc1oc(-c2ccccc2F)nc1C#N | ?
CCOc1ccc(C(=O)Nc2cccc(-c3nnc4n3CCCC4)c2)cc1 | -1%
Cc1ccc(NC(=O)C2CC(=O)n3c(nc4ccccc43)N2)cc1 (stereo not drawn) | -2%
COc1ccc(-c2cc(C(=O)NC3CCN(C)CC3)c3ccccc3n2)cc1OC | 7%
COc1ccc(CCn2c(C(C)C)nc3oc4ccccc4c(=O)c3c2=O)cc1 | -4%
